CCT modulator – changes cytosolic chaperonin activity; 0.3% of 360,000 active; AID 651819; purified chaperonin ATPase assay, HTRF ADP detection, 30 min; activity change, % (test concentration not listed), hits read low; in the data active = activity change below about -30%; also: % is scaled to controls: 0 for no effect and ±100 for the full control effect
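First, chaperonin was dispensed at 40 nM or 20 nM final depending on batch activity. Next, compounds were pinned at 76 uM and ATP added at 10 uM. After 30 min at 37 °C, ADP detection reagents ran 30 min at ambient temperature.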
Mm-Cpn inhibitor – blocks the Methanococcus maripaludis chaperonin Mm-Cpn. purified Mm-Cpn ATPase, ADP Transcreener TR-FRET. Potency, µM (highest dose often 76.9 µM), inactives show at the top dose activity, negative = inhibition, usual class: inhibitors. 0.031% of 330,000 active; also: potency is read from the fitted curve at half-maximal effect; % is scaled to controls: 0 for no effect and ±100 for the full control effect; nearly all actives have a fitted effect of over 80% in size
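Purified archaeal Mm-CPN (25nM final) preincubated 10 min at 37degC with compound, then 10uM ATP for 30 min at 37degC; ADP measured by HTRF Transcreener TR-FRET; buffer 30 mM TRIS pH 7.4, 100mM KCl, 5mM MgCl2, 1mM DTT.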
TGFb inhibitor – inhibitors of TGF-b signaling. HepG2 CAGA-GFP TGF-b/SMAD3 reporter, GFP fluorescence, 18 h; TGF-beta stimulated, 500 pg/mL final. Potency, µM (highest dose often 46.1 µM), for the others: at the top dose activity, negative = inhibition, usual class: inhibitors. 1.2% of 410,000 active. AID 588855; also: potency is read from the fitted curve at half-maximal effect; % is scaled to controls: 0 for no effect and ±100 for the full control effect; nearly all actives have a fitted effect of over 65% in size
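TGF-beta reporter screen: HEPG2 CAGA-GFP, 1% FBS, 500 pg/mL TGF-beta final, 18 h; per-cell GFP summed per well; curves fitted and categorized by class.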
Nrf2 activator – Nrf2 pathway activation; Potency, µM (highest dose often 46.1 µM), without a hit: top-dose activation, actives largely listed as activators; 0.31% of 410,000 active; AREc32 ARE-luciferase reporter (MCF7-derived line), luminescence, 24 h; also: potency is read from the fitted curve at half-maximal effect; % of control where 0% means no effect; nearly all actives have a fitted effect of over 65% in size
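For detection, Steady-Glo was added and plates sat 30 min at RT; before that, AREc32_Fluc cells grown overnight in OPTI-MEM/5% FBS had been treated with 23 nL compound for 24 hr at 37 deg C.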
A549 tox – kills or reduces viability of A549 cells in Nrf2 counter-screen; Potency, µM (highest dose often 46 µM), for the others: at the top dose activity change, negative = cytotoxicity, most hits filed as inhibitors; A549 ARE-Fluc cells, CellTiter-Fluor viability, 18-24 h; 0.16% of 390,000 active; also: potency is read from the fitted curve at half-maximal effect; % is scaled to controls: 0 for no effect and ±100 for the full control effect
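A549 ARE_Fluc cells in 5% FBS OPTI-MEM were exposed to compounds in concentration-response for 18-24 h at 37 deg C. Viability was read by CellTiter-Fluor fluorescence (Ex 405/Em 525) after 30 min, before the luciferase read.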
Nrf2 inh – inhibitors of Nrf2 signaling; A549 ARE-Fluc reporter, luciferase luminescence, 18-24 h; Potency, µM (series often up to 46 µM), for inactives: top-dose activity change, negative = inhibition, most hits filed as inhibitors; 2.1% of 360,000 active; also: potency is read from the fitted curve at half-maximal effect; % is scaled to controls: 0 for no effect and ±100 for the full control effect; nearly all actives have a fitted effect of over 60% in size
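Two sequential reads on A549 ARE_Fluc cells exposed to compound for 18-24 h: a CellTiter-Fluor fluorescence read for viability, then a luciferase luminescence read for Nrf2/ARE activity.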
EPAC2 antagonist – antagonists of human EPAC2; 0.18% of 360,000 active; AID 720708; EPAC2 GEF exchange of Rap1B-BODIPY-GDP, fluorescence; Q8WZA2; Potency, µM (top dose mostly 114 µM), for the others: at the highest dose activity, negative = inhibition, hits mostly inhibitors; also: potency is read from the fitted curve at half-maximal effect; % is scaled to controls: 0 for no effect and ±100 for the full control effect; nearly all actives have a fitted effect of over 45% in size; many of its hits are not listed in these tables
Target sequence (Q8WZA2 whole entry, looked up): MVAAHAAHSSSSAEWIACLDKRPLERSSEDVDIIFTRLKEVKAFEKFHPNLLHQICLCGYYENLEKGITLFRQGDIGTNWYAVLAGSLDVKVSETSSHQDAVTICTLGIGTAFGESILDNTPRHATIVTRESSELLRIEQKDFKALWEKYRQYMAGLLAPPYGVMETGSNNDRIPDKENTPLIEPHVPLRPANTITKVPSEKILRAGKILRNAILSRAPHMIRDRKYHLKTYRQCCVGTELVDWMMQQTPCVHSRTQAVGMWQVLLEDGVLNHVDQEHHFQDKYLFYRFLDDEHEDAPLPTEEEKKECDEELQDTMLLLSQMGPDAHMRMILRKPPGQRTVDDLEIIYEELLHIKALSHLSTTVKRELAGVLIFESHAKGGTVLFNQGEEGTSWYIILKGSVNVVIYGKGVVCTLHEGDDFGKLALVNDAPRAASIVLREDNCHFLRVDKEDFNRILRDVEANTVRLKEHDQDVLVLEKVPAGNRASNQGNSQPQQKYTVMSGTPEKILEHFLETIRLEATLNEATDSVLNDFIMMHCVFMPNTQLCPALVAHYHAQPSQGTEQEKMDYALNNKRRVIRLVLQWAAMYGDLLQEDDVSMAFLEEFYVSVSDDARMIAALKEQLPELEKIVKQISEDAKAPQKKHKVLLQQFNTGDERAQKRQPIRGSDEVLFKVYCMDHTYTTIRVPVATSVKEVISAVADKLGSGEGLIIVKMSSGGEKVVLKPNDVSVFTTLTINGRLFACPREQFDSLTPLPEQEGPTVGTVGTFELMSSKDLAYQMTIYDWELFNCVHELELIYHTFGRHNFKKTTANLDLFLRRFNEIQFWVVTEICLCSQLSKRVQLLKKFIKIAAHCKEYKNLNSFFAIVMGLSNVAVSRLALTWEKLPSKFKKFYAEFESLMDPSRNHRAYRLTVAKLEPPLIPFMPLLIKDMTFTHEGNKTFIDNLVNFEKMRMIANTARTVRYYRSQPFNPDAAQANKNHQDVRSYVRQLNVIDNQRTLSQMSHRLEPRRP
EPAC2 ag – activates human EPAC2 exchange factor | Q8WZA2 | EPAC2 activation, biochemical qHTS; response scale: 100% = 6.5 mM cAMP response | Potency, µM (series often up to 154 µM), for the others: at the highest dose activation, usual class: activators | 0.079% of 360,000 active; also: potency is read from the fitted curve at half-maximal effect; nearly all actives have a fitted effect of over 50% in size
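Fluorescence exchange assay: 100 nM EPAC2 with 250 nM RAP1B-BODIPY-GDP and 50 uM GDP; compounds tested as a concentration-titration series (qHTS). Loss of Rap1-bound BODIPY-GDP fluorescence read at 480/540 nm; data normalized to 6.5 mM cAMP.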
Akt phos inh – Akt phosphorylation inhibition. Neuro2A IGF-stimulated pAkt S473 HTRF, 20 min; hits give low values. 0.32% of 360,000 active. activity change, % for hits at 50 µM. AID 651550; in the data active = activity change below about -80%; inconclusive = mostly about -51% to -80%; also: % is scaled to controls: 0 for no effect and ±100 for the full control effect
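Neuro2A cells in DMEM with 0.5% FBS, overnight at 37 deg C, given compound at single 50 µM final, then IGF (6 nM final) for 20 min at 37 deg C. Lysed; phospho-Akt Ser473 by HTRF after 24 h, 665/615 ratio.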
* = called active by the depositor; i = inactive; ? = inconclusive; / = no result given; [ ] = remark or other dose. Unless noted, calls follow the shape of the dose curve; as a rule, active = well fitted curve in the direction sought with a large enough effect; inconclusive = small, poorly fitted or top-dose-only effect, or another doubt; inactive = no such curve, though single readings can be large; an effect the other way counts as inactive or inconclusive.

SMILES	CCT modulator	Mm-Cpn inhibitor	TGFb inhibitor	Nrf2 activator	A549 tox	Nrf2 inh	EPAC2 antagonist	EPAC2 ag	Akt phos inh
CCn1cc(C(=O)N[C@@H](CCSC)C(=O)NCCCO)c(=O)c2cc3c(cc21)OCO3	-3.3	-1%	-13%	-0.1%	-4%	-7%	8%	5%	i
CCCCNC(=O)C1CCCN(S(=O)(=O)c2c(C)noc2/C=C/c2cccs2)C1 (centres undefined)	0.6	-3%	?	-0.2%	-15%	?	-9%	-8%	i
Cc1nc2sccn2c(=O)c1S(=O)(=O)NCC(C)c1ccccc1 (centres undefined)	-2.0	-3%	5%	0.3%	14%	?	6%	16%	i
CCCCc1c(-c2ccccc2OC)ncn1CCc1ccccc1OC	-0.2	/	/	0.0%	/	/	?	10%	i
Cn1nc(-c2ccc(Cl)cc2)c2cc(C(=O)NCCN3CCOCC3)sc21	-2.6	-1%	4%	11%	-2%	-8%	11%	10%	i
CC1Sc2ccc(S(=O)(=O)CCC(=O)NC(C)c3ccccc3)cc2NC1=O (centres undefined)	-0.8	3%	3%	-0.2%	-1%	-8%	-3%	6%	i
O=C1CCCc2c1nc(-c1cccc(Cl)c1)n2O	-2.1	-9%	9%	-0.1%	4%	0%	16%	6%	i
CCc1ccc(Cc2cnc(NC(=O)c3ccc4c(c3)CC(c3ccccc3)OC4=O)s2)cc1 (centres undefined)	/	/	-3%	0.2%	-4%	?	/	/	/
COc1ccc2c(CC(=O)Nc3c(C)n(C)n(-c4ccccc4)c3=O)coc2c1	-2.5	0%	0%	-0.5%	2%	/	-2%	5%	i
O=C(Nc1ccccc1)C1=C[C@H](c2ccc3c(c2)OCO3)C[C@H](OCCCCO)O1	-2.4	/	-25%	1.1%	4%	21%	-15%	16%	i
O=C(NCc1ccccc1Cl)C1CCC(=O)N(C2CCCC2)C1 (centres undefined)	1.0	0%	-3%	-0.5%	-4%	15%	1%	-5%	i
COC(=O)CNC(=O)c1nn(-c2cccc(OC)c2)c(=O)c2ccccc12	-3.4	1%	0%	-0.8%	-4%	27%	6%	9%	i
CCn1ccc(=O)c2cc3c(cc21)OCO3	0.9	-3%	21%	0.3%	8%	-26%	-9%	8%	i
COc1ccc2oc(C(=O)OC(C)C(=O)NC3(C#N)CCCCC3)c(C)c2c1 (centres undefined)	-1.7	-4%	?	0.6%	0%	-20%	-20%	3%	i
CCNCc1ccc(OCc2ccccc2F)c(OC)c1	-1.4	-2%	16%	4.1%	-1%	?	4%	10%	i
CCc1ccccc1NC(=O)N(C)CCc1c(C)nn(C)c1C	/	/	0%	-0.3%	0%	6%	/	/	/
CC1(C)CC(=O)c2cc(OCC(=O)NCc3cccnc3)ccc2O1	0.4	-4%	1%	0.1%	-1%	/	17%	-1%	i
CC(C)(C)c1ccc(-c2cc(C(=O)NNC(=O)Nc3ccccc3)c3ccccc3n2)cc1	-3.8	-1%	0%	-0.5%	?	?	?	8%	i
Cc1cccc2nc(CSc3nc4ccccc4[nH]3)cn12	-0.7	0%	-4%	1.9%	1%	-1%	-18%	4%	i
CCc1cccc(NC(=O)Cc2cn(C)c3ccccc23)c1	-0.1	-4%	6%	-0.6%	-3%	-7%	0%	13%	i
CCn1cnc2c1c(=O)n(CC(=O)NN)c(=O)n2Cc1ccccc1	-1.8	1%	31%[activator]	2.1%	1%	0%	-6%	-2%	i
CC(=O)NC(Nc1c(C)n(C)n(-c2ccccc2)c1=O)C(Cl)(Cl)Cl (centres undefined)	0.1	0%	16%	-0.7%	-3%	3%	4%	2%	i
COC(=O)Cc1sc(-c2ccccn2)nc1-c1ccccc1	-2.0	-4%	-13%	4.1%	3%	-19%	-25%	12%	i
CC1=Nc2ccccc2/C1=C/c1sc(=N)n(-c2nccs2)c1O	-2.1	-5%	31%	-2.2%	-30%	?	-5%	14%	i
COc1ccccc1OCCCCn1c(-c2ccc(Cl)cc2)nc2ccccc2c1=O	/	/	-1%	5.0%	1%	7%	/	/	/
Cc1ccccc1NC(=O)COC(=O)C1=COCCO1	1.7	1%	3%	2.5%	0%	1%	-2%	7%	i
O=C(Nc1cccnc1N1CCOCC1)c1ccco1	-2.0	0%	1%	-0.7%	4%	4%	-4%	4%	i
COc1ccc(N(C)S(=O)(=O)c2cccc(C(=O)Nc3nc(C)cs3)c2)cc1	0.7	-3%	-8%	0.6%	2%	9%	-11%	10%	i
Cc1cccc(NC(=O)CSc2nnnn2-c2cccnc2)c1	3.5	-2%	4%	4.6%	5%	14%	16%	4%	i
COc1ccc(-c2noc(CNC(=O)Nc3ccc(F)cc3)n2)cc1	-0.5	1%	-9%	-0.7%	-7%	?	5%	2%	i
Cc1ccc(CNC(=O)c2ccc(C)c(S(=O)(=O)N3CCCCC3)c2)cc1	-0.4	-1%	-12%	1.8%	0%	-17%	-20%	8%	i
O=C(CNc1cccc(C(F)(F)F)c1)N/N=C/C1CCCCC1	-0.6	-1%	-13%	3.9%	0%	-8%	-22%	-6%	i
COc1ccc(C(=O)Nc2ccnn2C2CCN(Cc3ccn[nH]3)CC2)cc1	-0.5	?	16%	0.1%	-6%	9%	9%	-1%	i
COc1ccc(CCN(C)C(=O)c2c(C)nn(CC(C)C)c2Cl)cc1OC	-0.3	-5%	-21%	-0.4%	-2%	-11%	13%	1%	i
Cn1c(=O)[nH]c(=O)c2c1nc(N1CCOCC1)n2CCSc1nnnn1-c1ccccc1	0.5	1%	5%	-0.5%	-3%	13%	5%	-5%	i
Cc1oc(=O)c(NC(=O)c2ccccc2)cc1C(=O)c1ccccc1	-0.7	1%	?	?	/	19%	-3%	-3%	i
CCOc1cc(/C=N/n2cnnc2)cc(Br)c1O	-1.6	-3%	-14%	2.4%	-9%	-8%	19%	-2%	i
C#CC1CCCCC1NC(=O)Nc1cnccc1C(F)(F)F (centres undefined)	-0.4	0%	22%	-0.5%	1%	-18%	9%	-4%	i
COc1cccc(N2CCN(C(=O)CN3C(=O)NC4(CCCC4)C3=O)CC2)c1	0.0	-2%	2%	0.2%	-11%	5%	10%	13%	i
Cc1ccccc1-c1cccc([C@@H]2C[C@H]3[C@H](CON3C)CN2Cc2cc(Cl)cc(Cl)c2)c1	1.2	/	-19%	-0.5%	0%	5%	0%	18%	i
O=c1ccccn1Cc1ccccc1F	-7.7	2%	4%	0.4%	3%	1%	6%	5%	i
COc1ccc(CNC(=O)C2=CC(c3cccc(OC)c3)=NS(=O)(=O)N2C)cc1	/	/	-22%	-0.1%	-1%	?	/	/	/
COc1cccc(-c2c(C(=O)N/N=C(\C)c3ccncc3)nnn2-c2nonc2N)c1	-1.4	-2%	-5%	0.2%	-5%	4%	-1%	5%	i
Cc1cc(NS(=O)(=O)c2ccc(NC(=O)COc3ccc(Cl)c(C)c3)cc2)no1	0.9	0%	17%	0.4%	-6%	9%	2%	-5%	i
COc1ccccc1C1c2ccc3ccccc3c2Oc2ncn(CCN(C)C)c(=N)c21 (centres undefined)	0.6	0%	?	4.1%	-7%	5%	-4%	12%	i
CC(=O)c1c(C)nc2ccc(Br)cc2c1-c1ccccc1	-0.6	0%	-15%	0.3%	-4%	1%	?	14%	i
CCOC(=O)N1CCN(Cc2ccccn2)CC1	-1.5	/	11%	-0.6%	1%	29%	8%	-2%	-105%*
O=C(Nc1ccc(C(F)(F)F)cc1)c1cccnc1N1CCOCC1	-2.7	-14%	-15%	0.2%	-1%	/	-4%	0%	/
O=c1[nH]c(NCCO)nc2ncn(Cc3ccccc3)c12	-0.8	2%	2%	-0.4%	-1%	12%	5%	1%	i
CCOC(=O)c1ccc(NC(=O)c2cc3c(s2)CCC3)cc1	-0.6	-1%	-14%	-0.2%	1%	6%	2%	2%	i

Next part
SMILES	CCT modulator	Mm-Cpn inhibitor	TGFb inhibitor	Nrf2 activator	A549 tox	Nrf2 inh	EPAC2 antagonist	EPAC2 ag	Akt phos inh
O=C(Nc1cc(S(=O)(=O)N2CCOCC2)ccc1N1CCCC1)c1cc(=O)[nH]c2ccccc12	0.3	0%	-22%	-0.2%	13%	4%	3%	3%	i
Cc1c(NS(=O)(=O)c2ccc(F)cc2)c(=O)n(-c2ccccc2)n1C	0.5	-3%	9%	-0.9%	3%	-5%	-4%	4%	i
CC(=O)N(Cc1ccccn1)Cc1ccco1	-2.0	-1%	-15%	-0.1%	0%	-5%	8%	0%	i
CN(C)S(=O)(=O)N1CCN(Cc2ccccc2)CC1	0.4	-2%	21%	-0.3%	13%	1%	7%	5%	i
COc1ccc(Oc2c(Cl)cnn(-c3ccc(F)cc3)c2=O)cc1	-1.0	-1%	7%	?	0%	/	-5%	7%	i
COc1cc(OC)cc(C(=O)NCC(=O)OCc2nc3ccccc3s2)c1	1.2	0%	-3%	15%	-3%	?	3%	12%	i
S=C1NCCN1CC1CCN(CC2CCCC2)CC1	-0.3	/	3%	0.0%	11%	-9%	10%	2%	i
CCN(CC(=O)Nc1c(F)cccc1F)C(=O)c1ccc(S(=O)(=O)N2CCCC2)cc1	-1.3	2%	0%	-0.5%	3%	-4%	5%	9%	i
COc1cccc(C(=O)NCC(C)(C)SCc2ccc(F)cc2)c1	0.5	1%	12%	0.8%	1%	-39%	?	2%	i
CCCn1c(SCC(=O)O)nc2ccccc21	1.5	1%	-7%	0.2%	-4%	9%	10%	4%	i

Quoted at random: 2 records from the list, in no set order.
SMILES	CCT modulator	Mm-Cpn inhibitor	TGFb inhibitor	Nrf2 activator	A549 tox	Nrf2 inh	EPAC2 antagonist	EPAC2 ag	Akt phos inh
CCCCc1c(-c2ccccc2OC)ncn1CCc1ccccc1OC	-0.2	/	/	0.0%	/	/	?	10%	i
O=C(Nc1cccnc1N1CCOCC1)c1ccco1	-2.0	0%	1%	-0.7%	4%	4%	-4%	4%	i

Assay outcomes (PubChem BioAssay)

These rows are one share of the data; rates above refer to the full screens.
